Compound activity deposited in PubChem by several laboratories.
M1AAP inhibition: malaria alanyl aminopeptidase activity blockers – biochemical, fluorogenic H-Leu-NHMec substrate, 1536-well (AID 1445); recombinant M1AAP, H-Leu-NHMec fluorogenic kinetic assay; higher % means a stronger effect; inhibition, % at 30 µM; hits with a dose series show IC50 in µM; actives 0.42% (n = 220,000);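 active = primary inhibition above the hit cutoff, then over 50% inhibition at one or more dose response concentrations, cut at about 23% in these data, passing the limit was not always enough; inconclusive = conflicting primary data, or primary hits not chosen for dose response; inactive = low primary inhibition, or under 50% at every dose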;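 also: plate controls were DMSO full reaction for no effect and no enzyme background for full effect; strong numbers were not always called active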
Insulin prom up: MIN6 insulin promoter up-regulation. MIN6 insulin promoter-GFP reporter, high-content imaging; active compounds read high. z-score at 5 µM. actives 0.3% (n = 190,000). AID 1625;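 active = z-score above 3 at 5 µM with at least 500 cells counted in the well; inconclusive = wells under 500 cells, flagged as cytotoxic or low count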
Hep lipid drop: hepatic lipid droplet formation modulation | AML12 mouse hepatocytes, oleate lipid droplets, BODIPY imaging | actives 0.4% (n = 240,000) | AID 1656 | inhibition, % at 6.5 µM;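 active = lipid droplet intensity inhibited by at least 50%, with more than 500 cells counted; inconclusive = wells with under 300 cells, treated as cytotoxic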
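Material – mouse AML12 hepatocyte cell line, fixed after treatment · Compound dosing – one dose, 6.5 µM compound · Times – compound with oleate, overnight · Measured by – Image-based BODIPY and DAPI two-channel analysis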
MT stabilizer: microtubule stabilizers in HeLa cells. HeLa tubulin immunostaining HCS, 24 h; share of cells brighter than vehicle mean+2SD. % tubulin-high responders, % at 10 µM. actives 0.83% (n = 200,000). AID 2205;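 active = plate Z-score above 3 for both tubulin-high and condensed-nucleus cell shares, with cell loss under 80%, at 10 µM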;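 also: anti alpha tubulin signal scored within the nucleus-defined area of each cell; some results filed as inactive read as strong as hits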
P. falciparum M17LAP: P. falciparum M17LAP inhibitors, primary screen, biochemical, fluorogenic H-Leu-NHMec substrate, 1536-well (AID 1619); recombinant M17LAP, H-Leu-NHMec fluorogenic kinetic assay; higher % means a stronger effect; one-dose inhibition, % at 30 µM; IC50 in µM for titrated hits; actives 0.38% (n = 220,000);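 active = compound inhibiting the enzyme by more than half at any dose during confirmatory dose-response retesting; inconclusive = strong single-dose inhibitors picked by rank but not retested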;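 also: plate controls were full reaction with DMSO carrier for no effect and no enzyme background for full effect; strong numbers were not always called active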
Dynein cargo inh: dynein cargo transport inhibition | 3617.4 mouse cells, GR-EGFP nuclear translocation imaging; test concentration mostly 20 µM; stimulated with dexamethasone, 1 µM; active compounds read low | z-score, hits read low | actives 0.47% (n = 220,000) | AID 1381;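 active = plate z-score of nuclear minus cytoplasmic receptor signal below a set negative limit, without overly bright fluorescence or cell loss, cut at about -3.5 in these data, passing the limit was not always enough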;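 also: z-score of nuclear minus cytoplasmic ring GR-EGFP intensity difference per well; some compounds called inactive have numbers as strong as hits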
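Schedule: 48 h induction, then 1 h compound, then 30 min agonist, 37 °C. Buffer or medium: tetracycline-free induction medium containing charcoal-stripped FBS. Reagent: 1.0 µM final dexamethasone stimulus. Evaluation: nuclear versus cytoplasmic GR-EGFP signal, averaged per well. Signal: high-content fluorescence imaging after fixation.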
Yfh1-depleted yeast: enhancers of respiration in Yfh1-depleted yeast, dose response, Friedreich's ataxia, plus single-dose screen (AID 1465); S. cerevisiae Yfh1-off respiration, WST-1 reduction, 72 h; higher fold induction means a stronger effect; one-dose fold induction at 50 µM; EC50 in µM for titrated hits; actives 0.074% (n = 220,000);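 active = fold induction of absorbance versus untreated yeast above a set limit, then at least 30% activation at any dose in follow-up; inconclusive = repeats straddling the limit, or above it without dose testing; inactive = fold induction below the set limit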;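 also: activators that raise dye reduction in frataxin-depleted yeast; strong numbers were not always called active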
Autophagy mod: alters autophagy in cells; calls only at 10 µM (by protocol); actives 0.98% (n = 190,000); AID 463193; MEF GFP-LC3 puncta imaging; test concentration mostly 10 µM;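 active = percentage of spot-positive cells more than 3 SD above its plate mean, without a fluorescence outlier flag or 80% toxicity; inconclusive = no clear call, values can overlap the other calls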;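 also: spot-positive cell cutoff set from DMSO-treated cells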
CSM14.1 death rescue: protection against thapsigargin-triggered cell killing – 384-well, CSM14.1, ATP luminescence, primary screen (AID 1222). CSM14.1 thapsigargin-induced death rescue, ATP luminescence; higher % means a stronger effect. cellular ATP content (survival), % at 20 µM, or EC50 in µM where a hit was titrated. 190,000 tested, under 10 active;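 active = EC50 below 50 µM in the dose-response confirmation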;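 also: death triggered by thapsigargin at about 15 µM added after 2 h compound pretreatment; cell ATP read after overnight thapsigargin exposure of roughly 18 to 22 hours; normalized against plate controls of thapsigargin alone and 5% DMSO vehicle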
Dynein cargo inh cytoplasmic EGFP: also measured in Dynein cargo inh; calls as there; z-score; measured here: cytoplasmic GR-EGFP intensity; active compounds read high
Dynein cargo inh nuclear GR-EGFP: further read-out of Dynein cargo inh, marked with its call; z-score; measured here: nuclear GR-EGFP intensity;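 lower value marks the stronger effect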
Dynein cargo inh cell count: further read-out of Dynein cargo inh, marked with its call; z-score; measured here: cell count per field
Insulin prom up cell count: recorded beside Insulin prom up, whose call it bears; cell count; measured here: cytotoxicity, nuclei count;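 total cells summed across four imaged fields per well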
Hep lipid drop cells 6.5 µM: second read-out of Hep lipid drop, no call of its own (marks repeat the call); cell count; measured here: cell count, cytotoxicity flag;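 cells counted across two imaged fields per well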
MT stabilizer Hoechst-high %: also measured in MT stabilizer; calls as there; % Hoechst-high responders; measured here: nuclear condensation Hoechst responders;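 share of cells brighter than vehicle mean plus two SD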
MT stabilizer cytotoxicity %: further read-out of MT stabilizer, marked with its call; toxicity, %; measured here: cytotoxicity by cell density;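 0% = mean cell density of plate MIN control wells and 100% = no cells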
Autophagy mod cell loss 18 h: further read-out of Autophagy mod, marked with its call; toxicity, %; measured here: cell loss, nuclei count;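 cell loss after 18 h compound exposure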
Starred values were filed as active, the others as inactive; i = inactive; ? = inconclusive; / = no result given; + = active, no number.

SMILES | M1AAP inhibition | Insulin prom up | Insulin prom up cell count | Hep lipid drop | Hep lipid drop cells 6.5 µM | MT stabilizer | MT stabilizer Hoechst-high % | MT stabilizer cytotoxicity % | P. falciparum M17LAP | Dynein cargo inh | Dynein cargo inh cytoplasmic EGFP | Dynein cargo inh nuclear GR-EGFP | Dynein cargo inh cell count | Yfh1-depleted yeast | Autophagy mod | Autophagy mod cell loss 18 h | CSM14.1 death rescue
COc1cc(OC)c(CN2CCC(CO)(CCOc3ccccc3)CC2)c(OC)c1 | 0% | / | / | -21 | 744 | 1.4 | 0.9 | 5.3 | -1% | 1.2 | -0.11 | 0.46 | -0.99 | i | i | 4 | -3.8%
O=C1CN(C(=O)CSc2nncn2-c2ccccc2)c2ccccc2N1 | 0% | 0.37 | 1092 | / | / | 1.2 | 2.2 | 10 | -6% | 0.49 | -0.18 | 0.3 | -0.51 | i | i | 1 | 1.4%
CC(=O)Nc1ccc(C(=O)OCCC(C)C)cc1 | 0% | / | / | -5 | 676 | 2.9 | 2.7 | 7.2 | 8% | -0.48 | -0.34 | 0.057 | 0.62 | i | i | 17 | -2.9%
Cc1csc(NC(=O)c2ccccc2O)n1 | 20% | 0.11 | 1106 | / | / | 1.8 | 1.3 | 3.1 | -15% | -0.39 | -0.21 | -0.16 | 1.3 | i | i | -7 | -3.8%
Nc1cc(S(=O)(=O)Nc2ccc(Br)cc2)ccc1Cl | 1% | 0.14 | 1124 | -10 | 694 | / | / | / | 0% | -0.18 | -0.24 | 0.015 | 0.13 | i | / | / | /
COc1ccc(CNC(N)=O)cc1OC | 0% | -0.08 | 987 | 10 | 742 | 2.0 | 2.6 | 8.1 | -8% | 0.17 | -0.25 | 0.3 | 0.7 | i | i | -5 | -1.0%
CCN1/C(=C/c2ccc3ccc(C)cc3[n+]2CC)Sc2ccccc21 | 13% | / | / | -90 | 413 | 4.8 | 2.4 | 9.1 | 24% | -4.6 | 17 | -0.67 | 0.47 | i | + | 14* | 2.3%
COc1nc(NCCC2=CCCCC2)nc(OC)n1 | 4% | 0.38 | 1411 | / | / | 2.7 | 3.9 | 8.7 | -1% | 0.11 | 0.59 | 0.22 | 0.73 | i | i | 2 | -0.7%
Cc1ccc[n+](CC(=O)Nc2cc(C(F)(F)F)ccc2Cl)c1 | 1% | 0.48 | 1713 | -3 | 607 | 1.0 | 1.0 | 5.4 | -2% | / | / | / | / | i | i | -1 | 4.3%
Cc1ccc(OCCn2cc(/C=C(\C#N)C(=O)NCC3CCCO3)c3ccccc32)cc1 (centres undefined) | 4% | -0.83 | 1183 | -14 | 614 | 2.3 | 2.8 | 8.8 | 3% | -0.66 | -0.32 | -0.59 | 0.19 | ? | i | 0 | -0.7%
CC(=O)N(Cc1ccco1)Cc1cc2cccc(C)c2n2nnnc12 | 4% | / | / | 11 | 684 | 4.0 | 1.8 | 8.0 | -3% | -0.77 | -0.12 | -0.41 | 0.41 | i | i | 9 | 0.2%
Cc1ccc(NC(=O)c2sccc2-n2cccc2)c(C)c1 | 8% | 0.05 | 982 | 0 | 829 | 1.0 | 0.7 | 3.1 | 0% | 0.56 | 0.11 | 0.4 | -0.51 | i | i | -3 | 1.5%
O=C(Nc1ccccc1)Nc1ccc(Oc2ncnc3cc(Cl)ccc23)nc1 | 5% | -0.36 | 1150 | 3 | 623 | / | / | / | 15% | 0.1 | -0.19 | 1 | -0.78 | i | / | / | /
N#Cc1ccc(COC(=O)c2ccc(N3CCCC3)c([N+](=O)[O-])c2)cc1 | -2% | 0.72 | 1547 | -6 | 673 | 4.4 | 1.4 | 4.1 | -8% | 0.36 | -0.2 | 0.24 | -0.35 | i | i | 11 | 0.9%
CCOC(=O)c1sc(NC(=O)CCN2CCN(CC)CC2)c(C(=O)OCC)c1C | 4% | -0.66 | 1192 | -6 | 638 | 2.7 | 2.6 | 4.1 | 3% | 1.9 | 1.4 | 1.5 | -1.8 | i | i | 11 | -2.6%
Cc1ccc(-c2cn(S(=O)(=O)c3cccc4nsnc34)nc2N)cc1 | -2% | -0.17 | 1158 | 0 | 754 | 2.3 | 1.2 | 11 | 70% | -0.77 | -0.23 | -0.19 | 0.9 | i | i | -5 | 2.9%
CCCNC(=O)c1cc2ccccc2c(=O)o1 | 4% | 0.11 | 1414 | 4 | 673 | 2.4 | 5.4 | 7.8 | 0% | 0.65 | -0.075 | 0.051 | -0.46 | i | i | -1 | -0.2%
COC(=O)C1C(=O)/C(=C(/C)N2CCCC2)C(=O)CC1(C)C (centres undefined) | 3% | 1.5 | 921 | 5 | 751 | 0.9 | 0.8 | 4.3 | 7% | 0.26 | -0.26 | 0.45 | 0.31 | i | i | -35 | 1.1%
O=C(NNc1c(Cl)cccc1Cl)c1cccs1 | 2% | -0.32 | 1302 | 35 | 724 | / | / | / | 6% | 1.4 | -0.28 | 0.33 | -0.63 | i | / | / | /
Nc1ccc(C(=O)Nc2cccc(N)c2)cc1 | -3% | -0.03 | 1415 | 22 | 726 | / | / | / | 1% | 0.37 | -0.21 | -0.021 | 0.084 | i | / | / | /
CC(=O)c1cc2c(s1)-c1cc(F)ccc1OC2 | 12% | -0.44 | 1500 | 1 | 645 | / | / | / | -14% | -0.47 | -0.22 | -0.26 | -0.4 | i | / | / | /
COc1ccccc1NC(=O)CN1CCCCC1 | 2% | 0.11 | 1266 | -1 | 727 | 4.0 | 1.7 | 8.4 | 6% | -0.37 | -0.22 | -0.37 | -0.94 | i | i | -5 | -3.0%
Cc1nc2c3ccccc3[nH]c(=O)n2n1 | -5% | 0.04 | 1265 | 11 | 725 | 2.2 | 2.1 | 3.1 | -3% | -0.35 | -0.25 | 0.076 | 0.25 | i | i | 3 | -0.7%
CCOc1ccc(CC(=O)NCC2(N3CCCCC3)CCCCC2)cc1 | 1% | -1.6 | 1383 | 0 | 688 | 4.4 | 1.2 | 8.3 | -1% | -0.45 | -0.29 | -0.45 | 0.33 | i | i | 10 | -1.0%
Cc1cccc(CSc2nc3c(c(=O)n2C)SCC3)c1 | -1% | / | / | 5 | 737 | 3.2 | 2.0 | 0.9 | -6% | 3.1 | 0.28 | 1.9 | -1.6 | i | i | 11 | 0.3%
NNC(=O)CSc1nc(-c2ccccc2)nc2c1CCCC2 | 1% | -0.17 | 1167 | 18 | 700 | 5.6 | 2.2 | 9.7 | 11% | -0.14 | -0.35 | 0.24 | 0.43 | i | i | 7 | -0.1%
COC(=O)NC1(C(F)(F)F)NC(=O)N(C2CCCCC2)C1=O (centres undefined) | -9% | 0.81 | 1144 | -16 | 780 | 3.8 | 2.0 | 8.1 | -6% | 0.95 | -0.19 | 0.69 | -1.3 | i | i | -6 | 0.9%
COc1ccc(N(CN2C(=O)C3C4C=CC(C4)C3C2=O)C(=O)c2ccco2)cc1 (centres undefined) | -7% | / | / | -12 | 714 | 2.0 | 3.3 | 13 | 2% | 0.61 | -0.39 | 0.17 | 0.17 | / | i | -4 | -0.4%
CN(C)c1nc(C=C(C#N)C#N)c(Cl)n1-c1ccc(F)cc1 | 3% | 0.35 | 1342 | -8 | 749 | 3.4 | 1.6 | 9.7 | -5% | -6.6* | 1.4* | -2.6* | -0.56* | i | i | 4 | -0.9%
Cc1c(NC(=O)/C=C/c2cccs2)c(=O)n(-c2ccccc2)n1C | 14% | -0.33 | 1445 | / | / | 2.0 | 1.6 | 7.3 | 25% | 1.1 | -0.21 | 0.32 | 0.038 | i | i | -3 | 1.5%
Cc1ccc(NC(=O)CSc2nc3[nH]ncc3c(=O)[nH]2)c(C)c1 | 3% | 0.26 | 1224 | 3 | 697 | 1.4 | 1.6 | 6.5 | 4% | -0.45 | -0.24 | -0.085 | -0.25 | i | i | 22 | 3.8%
Cc1cccc2c1N(C)C(=O)C2=O | -6% | 0.94 | 1179 | -6 | 705 | 2.8 | 4.4 | 7.5 | 22% | 2.3 | -0.2 | 1.2 | -1.6 | i | i | 17 | -0.4%
O=S(=O)(N1CCOCC1)N1CCN(c2ccccc2F)CC1 | -1% | 0.01 | 1948 | -5 | 657 | 2.0 | 0.4 | 10 | -11% | 0.14 | -0.28 | 0.35 | 1.6 | i | i | 1 | -3.4%
CCOc1ccc(S(=O)(=O)NCCSCc2ccco2)cc1 | 11% | 0.22 | 939 | 2 | 843 | 1.4 | 1.8 | 8.5 | 15% | -0.29 | -0.24 | -0.022 | 0.46 | i | i | 4 | -0.3%
CC1CCc2c(sc(NC(=O)c3ccc(Cn4cc([N+](=O)[O-])cn4)o3)c2C#N)C1 (centres undefined) | 4% | -0.2 | 1704 | / | / | 2.7 | 2.3 | 2.4 | 1% | -0.55 | -0.19 | -0.92 | -0.65 | i | i | -3 | 1.3%
